Screens (PubChem)
EphB4 antag = blocks human EphB4 binding to ephrin-B2. 97,000 tested, 0.15% active. inhibition, % at 7 µM. P54760. EphB4 LBD / TNYL-RAW-Alexa532 peptide, fluorescence polarization;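 active = inhibition above the screen-wide mean inhibition plus 3 SD, cut at about 15% in these data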;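 note: 0% = DMSO wells and 100% = excess unlabeled TNYL-RAW peptide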
PTPN22 act = activators of human LYP (PTPN22) phosphatase. Q9Y2R2. recombinant LYP, DiFMUP fluorescence; 0 = plate median, 100 = signal doubled. activation, % at 2 µM. 96,000 tested, 0.11% active;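 active = activation at 2 µM above a set limit, the mean plus 5 SD, cut at about 37% in these data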
CYP2C9 inhib = human CYP2C9 inhibition. inhibition, % at 5 µM. 96,000 tested, 20% active. CYP2C9 Supersomes, luciferin-H conversion, luminescence. P11712;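 active = blocking of liver enzyme CYP2C9 beyond about 50% at 5 µM, limit read from the data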; note: values of inactives mirror those of a sister screen read the other way
Target sequence (P11712 whole entry, looked up): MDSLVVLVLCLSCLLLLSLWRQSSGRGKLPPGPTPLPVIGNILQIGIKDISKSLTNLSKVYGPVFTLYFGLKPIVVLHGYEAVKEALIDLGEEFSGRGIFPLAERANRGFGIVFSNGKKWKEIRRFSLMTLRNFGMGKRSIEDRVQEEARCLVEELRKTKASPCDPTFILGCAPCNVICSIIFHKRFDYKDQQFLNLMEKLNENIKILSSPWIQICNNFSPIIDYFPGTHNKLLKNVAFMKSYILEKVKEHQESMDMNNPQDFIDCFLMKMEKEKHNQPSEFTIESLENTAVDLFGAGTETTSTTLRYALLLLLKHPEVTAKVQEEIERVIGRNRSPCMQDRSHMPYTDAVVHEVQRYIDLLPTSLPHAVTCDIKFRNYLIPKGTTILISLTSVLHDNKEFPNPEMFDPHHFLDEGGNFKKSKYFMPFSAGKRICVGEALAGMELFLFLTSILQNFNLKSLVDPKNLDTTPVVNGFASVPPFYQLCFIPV
CYP2C9 activ = CYP2C9 (human) activation. recombinant CYP2C9, luciferin-H conversion, luminescence; active compounds read high; factor 1 = untreated enzyme, 0 = blocked. P11712. AID 1024. activation factor at 5 µM. 96,000 tested, 1.4% active;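 active = activation factor of 2 or more for CYP2C9 at a 5 µM dose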;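 note: 0 = sulfaphenazole-blocked wells and 1 = vehicle-only wells; values of inactives mirror those of a sister screen read the other way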
HIV Rev-RRE inh = HIV Rev-RRE protein-RNA interaction inhibition | 97,000 tested, 0.79% active | P05866 | AID 704 | Rev peptide-RRE RNA binding, FRET | inhibition, % at 8 µM;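 active = inhibition above the screen-wide mean plus 3 SD, cut at about 35% in these data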;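 note: 0% = median DMSO wells and 100% = median Neomycin B control wells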
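Assay system: Labelled RRE RNA duplex and labelled Rev peptide | Times: 5 min preincubation and 15 min binding, 25 °C | Detection: FRET, ex 480 nm, em 540 and 671 nm | Evaluation: % inhibition of FRET ratio versus controls | Benchmarks: DMSO wells as 0% and neomycin B wells as 100% inhibition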
LYP inh 2 = inhibitors of human LYP (PTPN22) phosphatase | 96,000 tested, 0.21% active | inhibition, % at 2 µM | recombinant LYP catalytic domain, DiFMUP fluorescence;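 active = inhibition at 2 µM at or above a set limit, the screen mean plus 3 SD, cut at about 24% in these data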;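 note: 0% = DMSO with enzyme and 100% = enzyme fully blocked by orthovanadate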
PLK1 inh = blocks human PLK1 kinase activity. P53350. recombinant PLK1 kinase, TR-FRET peptide phosphorylation. inhibition, % at 10 µM. 97,000 tested, 0.53% active. AID 619;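 active = inhibition of 50% or more in the single-concentration screen; inactive = inhibition below 50%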;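 note: 0% = DMSO max control and 100% = H-89 dihydrochloride min control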
Target sequence (P53350 whole entry, looked up): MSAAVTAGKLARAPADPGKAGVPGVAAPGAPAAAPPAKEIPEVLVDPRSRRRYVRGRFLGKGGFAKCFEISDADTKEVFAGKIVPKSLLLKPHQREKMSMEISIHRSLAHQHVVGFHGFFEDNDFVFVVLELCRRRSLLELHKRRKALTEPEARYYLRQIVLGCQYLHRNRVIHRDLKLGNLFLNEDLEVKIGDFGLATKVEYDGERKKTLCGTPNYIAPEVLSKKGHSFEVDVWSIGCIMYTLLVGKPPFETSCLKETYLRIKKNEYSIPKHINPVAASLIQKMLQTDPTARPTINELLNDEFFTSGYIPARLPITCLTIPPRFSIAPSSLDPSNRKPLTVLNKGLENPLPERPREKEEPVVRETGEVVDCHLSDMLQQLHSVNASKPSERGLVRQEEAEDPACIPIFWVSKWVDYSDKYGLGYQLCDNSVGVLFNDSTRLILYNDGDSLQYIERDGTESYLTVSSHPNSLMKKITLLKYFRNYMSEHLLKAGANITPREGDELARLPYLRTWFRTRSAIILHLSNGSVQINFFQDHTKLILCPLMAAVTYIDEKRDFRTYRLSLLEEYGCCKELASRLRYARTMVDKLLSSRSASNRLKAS
Candida biofilm = kills Candida albicans biofilms | 85,000 tested, 0.14% active | AID 834 | inhibition, % at 6 µM | C. albicans biofilm + clotrimazole, Alamar Blue;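 active = inhibition above 20%; inactive = inhibition below 20%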;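 note: preformed 24 hr biofilms exposed to compound for 48 hr; 0% = biofilm without compound and 100% = blank killed by clotrimazole plus chlorhexidine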
Plk1 PBD FP = Plk1 (human) PBD binding inhibition. 97,000 tested, 0.13% active. AID 693. Plk1 PBD phosphopeptide binding, fluorescence polarization. inhibition, %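 (tested at about 20 µM)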; in the data active = inhibition above about 34%, passing the limit was not always enough
* marks the source's active call; other numbers are inactive results; nt = no result given.

SMILES	EphB4 antag	PTPN22 act	CYP2C9 inhib	CYP2C9 activ	HIV Rev-RRE inh	LYP inh 2	PLK1 inh	Candida biofilm	Plk1 PBD FP
COc1ccc(CNC(=O)CN2C(=O)C3CCCN3c3ncc(Cl)cc32)cc1 (stereo not drawn)	-1.7	12.7	52.1*	0.5	-2.0	-13.1	0.5	5.0	18.7
Brc1ccc(NC2=Nc3ccccc3CC2)cc1	8.1	-0.9	27.5	0.7	3.7	2.6	-0.6	1.3	-10.2
CCc1cc(=O)oc2cc(OCC(=O)OC)c(Cl)cc12	-4.4	3.6	37.6	0.6	-4.7	-8.3	-4.7	-4.7	-3.4
CCOC(=O)c1c(NC(=O)CCC(=O)NCc2ccco2)sc2c1CCCC2	-3.2	-6.6	41.9	0.6	6.9	6.7	-9.2	3.9	20.1
O=C(CC(=O)N/N=C\c1c(Cl)cccc1Cl)NCc1ccccc1	3.6	-10.2	40.8	0.6	3.0	13.6	0.8	nt	19.6
COc1ccc(Cl)cc1NC(=O)CCc1ccccc1	8.4	-9.2	-204.7	3*	6.2	7.7	-7.9	nt	-29.3
Cc1nc([N+](=O)[O-])nn1C12CC3CC(CC(Br)(C3)C1)C2	-5.7	7.8	18.8	0.8	-4.2	-2.2	-7.1	nt	-11.6
O=Cc1ccc2oc3nc4n(c(=O)c3c(=O)c2c1)CCCS4	0.7	-11.7	13.6	0.9	-11.9	12.7	-4.2	7.2	12.6
COc1ccc(-c2noc(CCC(N)=O)n2)cc1OC	7.2	-5.7	-10.5	1.1	10.2	2.4	-9.9	8.7	-15.8
CC(C(=O)NC1CCCC1)N(Cc1ccc2c(c1)OCO2)C(=O)c1snc(C(N)=O)c1N (stereo not drawn)	-4.3	42.4*	81.8*	0.2	7.9	-44.0	-5.8	6.6	-18.0
CS(=O)(=O)c1ccc2nc(NC(=O)c3ccco3)sc2c1	-0.4	-5.3	5.2	0.9	5.2	3.0	-11.7	nt	-6.9
O=C(Cn1nnc(-c2ccccc2F)n1)Nc1cccc2ncccc12	-1.6	-7.9	28.6	0.7	1.4	8.4	-8.1	6.7	7.5
Cc1cc(C)c2nc(SCC(=O)N3CCCCC3)c(C#N)cc2c1	-0.3	-2.3	-10.0	1.1	5.8	0.1	-13.2	7.1	18.4
Cc1cccc(-n2nnnc2SCC(=O)NCCN2C(=O)CSC2=O)c1	-8.0	-5.7	-71.0	1.7	2.1	6.2	-0.3	7.5	-17.7
COCCNC(=O)CS(=O)Cc1nc(-c2ccc(OC)cc2)oc1C (stereo not drawn)	3.9	nt	9.2	0.9	5.0	nt	71.1*	5.4	-5.7
CCOc1ccc(Nc2nc(Cc3nnc(SCC(=O)NCc4ccco4)n3CC)cs2)cc1	1.0	-2.5	55.0*	0.4	-2.8	1.3	-15.3	9.6	-3.6
COc1cccc(-c2nnc(NC(=O)C(C)C)o2)c1	0.2	7.8	12.0	0.9	6.8	-8.8	17.9	12.5	-16.8
O=C(NC(Cc1ccc2c(c1)OCO2)C(=O)NC(Cc1ccccc1)C(=O)O)c1ccccc1 (stereo not drawn)	1.8	13.0	18.8	0.8	-1.1	-10.4	13.0	5.4	-7.8
COc1ccc(C(=S)N2CCCCCC2)cc1	-2.3	-2.4	nt	nt	0.0	8.3	0.8	5.6	-18.4
CSc1nnc(-c2cccs2)n1-c1ccccc1	7.4	2.5	34.2	0.7	-1.1	-3.2	-4.1	nt	19.6
COc1ccc(OC)c(NC(=O)c2cn(C)c(=O)c3cc(OC)c(OC)cc23)c1	-9.6	14.4	74.3*	0.3	-1.4	-10.4	-11.0	9.1	-16.9
COc1ccc(-n2nnc3c(=O)n(CC(=O)NCC4CCCO4)cnc32)cc1 (stereo not drawn)	-1.0	-13.7	-9.9	1.1	-0.2	11.3	-12.7	5.9	-21.2
c1c2c(cc3sc(N4CCCCC4)nc13)OCO2	-1.4	-3.4	17.8	0.8	0.0	0.9	-2.8	2.6	-13.1
Cc1cccc2c1nc(-c1ccccc1)n1cnnc21	-2.6	-0.3	5.9	0.9	6.2	3.6	1.6	nt	-1.9
CCCCN(C)C(=O)c1coc(=O)c2ccccc12	-1.8	2.9	-0.8	1	9.9	-4.9	-1.9	7.9	-2.0
The list continues.
SMILES	EphB4 antag	PTPN22 act	CYP2C9 inhib	CYP2C9 activ	HIV Rev-RRE inh	LYP inh 2	PLK1 inh	Candida biofilm	Plk1 PBD FP
CCNC(=S)NNC(=O)Nc1ccccc1	-4.0	-7.2	-11.7	1.1	11.4	9.1	-32.5	2.9	3.4
O=C(Nc1cccn(Cc2c(Cl)cccc2Cl)c1=O)c1ccc(Cl)cc1	4.6	11.4	71.8*	0.3	9.3	-8.5	-5.3	nt	-2.6
O=C(NCCOc1ccccc1)c1ncn[nH]1	1.5	-3.2	-9.8	1.1	5.4	1.1	-1.4	3.0	-4.4
Cn1c2ccccc2n2c(=O)c(=O)n(CC(=O)c3ccc(F)cc3)nc12	0.0	17.8	-18.0	1.2	0.0	-17.1	7.6	nt	-9.1
CC(C)(CO)NCc1cc(Br)ccc1OCc1ccccc1	4.0	3.2	16.1	0.8	1.1	-0.1	-6.0	nt	5.1
CCC(=O)Nc1c2c(nn1-c1ccc(C)cc1C)CSC2	1.4	1.1	27.2	0.7	-0.3	-4.6	-9.7	3.4	-13.9
CC1=C(C(=O)N2CCCCC2)C(c2cccs2)C2=C(CCCC2=O)N1 (stereo not drawn)	-1.4	11.1	3.7	1	0.6	-8.3	-7.2	6.7	18.6
CCOC(=O)c1c(-c2ccncc2)csc1N	-7.0	1.6	66.4*	0.3	6.7	-2.9	70.2*	5.3	6.9
O=C(CSc1ccc2nnc(-c3ccncc3)n2n1)Nc1ccccc1F	1.8	2.5	14.5	0.9	10.3	-3.0	-3.2	15.0	18.0
Cc1cc(C)n(-c2nc3ccccc3nc2N2CCN(S(=O)(=O)c3ccc(F)c(C)c3)CC2)n1	-1.7	-4.9	50.2*	0.5	22.7	2.5	-7.4	9.2	11.7
CC(C)CC1(C(=O)O)NC(c2ccccc2O)C2C(=O)N(C(C)C)C(=O)C21 (stereo not drawn)	-7.2	-0.8	0.5	1	-0.8	0.8	-1.0	1.7	-10.4
O=C(Nc1ccccc1)N(Cc1ccccc1)CC(O)C(F)(F)F (stereo not drawn)	3.4	49.5*	35.1	0.6	-1.3	-44.9	-18.9	nt	-7.5
CCN1CCN(C(=O)C2CCC(CNS(=O)(=O)c3ccccc3)CC2)CC1 (stereo not drawn)	8.6	-2.1	-41.1	1.4	-1.0	1.6	-2.6	3.8	-20.2
COc1cc(OC)c(OC)cc1CNc1cc(C)ccc1OC	-1.1	-9.4	25.7	0.7	-2.8	7.7	-9.9	6.1	-46.8
O=C1c2ccccc2C(=O)N1CC1c2ccccc2CCN1C(=O)C1CCCCC1 (stereo not drawn)	5.3	-0.4	27.1	0.7	13.7	0.8	-9.0	4.5	0.6
CCOc1ccc(S(=O)(=O)Nc2cccc(N(C)S(C)(=O)=O)c2)cc1	1.7	2.0	-19.7	1.2	5.0	-5.1	-5.7	nt	-21.8
CCOCCOc1nc2c(c(=O)n(C)c(=O)n2C)n1Cc1ccc(C)cc1	-10.4	9.8	nt	nt	2.1	-12.5	-8.9	3.1	12.2
CN(CCNC(=O)CN1CCN(Cc2ccccc2Cl)C1=O)Cc1ccccc1	2.2	-4.4	28.6	0.7	1.5	5.0	-1.1	4.5	-18.2
Cc1ccc(C)c(OCC(=O)Nc2ccc3c(c2)OCO3)c1C	4.7	-5.5	-191.0	2.9*	8.8	0.0	-9.9	-0.3	16.9
COc1ccc(C2c3c(oc4ccc(C)cc4c3=O)C(=O)N2c2cc(C)ccn2)cc1OC (stereo not drawn)	0.9	5.0	63.5*	0.4	4.3	-5.7	-9.4	4.1	-15.4
CC(=O)Nc1ccc(NC(=O)C2CCCN(c3nnc(-n4cccc4)s3)C2)cc1 (stereo not drawn)	-0.9	3.6	-6.7	1.1	1.0	-5.8	19.5	nt	-8.7
COc1nc(OC)nc(N2CCC(C(=O)NCC3CCCCC3)CC2)n1	-0.8	8.0	-39.3	1.4	0.1	-7.9	-11.2	8.0	9.8
CN(N)C(=S)NCc1ccccc1	1.0	11.6	5.4	0.9	-2.5	-11.8	-7.1	2.2	-21.2
CC1(N2CCOCC2)CC2(O)C(=[N+]1[O-])CCc1nonc12 (stereo not drawn)	0.3	-8.9	31.8	0.7	1.6	8.9	15.3	7.5	23.6
Cn1c(=O)c2cc(S(=O)(=O)NCCC(=O)NCc3ccccc3Cl)ccc2n(C)c1=O	-4.1	2.1	-24.1	1.2	0.2	-2.8	-6.0	0.8	14.9

Fetched by compound from above, 3 records:
SMILES	EphB4 antag	PTPN22 act	CYP2C9 inhib	CYP2C9 activ	HIV Rev-RRE inh	LYP inh 2	PLK1 inh	Candida biofilm	Plk1 PBD FP
CCC(=O)Nc1c2c(nn1-c1ccc(C)cc1C)CSC2	1.4	1.1	27.2	0.7	-0.3	-4.6	-9.7	3.4	-13.9
O=C(NCCOc1ccccc1)c1ncn[nH]1	1.5	-3.2	-9.8	1.1	5.4	1.1	-1.4	3.0	-4.4
O=C(CSc1ccc2nnc(-c3ccncc3)n2n1)Nc1ccccc1F	1.8	2.5	14.5	0.9	10.3	-3.0	-3.2	15.0	18.0

(further entries)
SMILES	EphB4 antag	PTPN22 act	CYP2C9 inhib	CYP2C9 activ	HIV Rev-RRE inh	LYP inh 2	PLK1 inh	Candida biofilm	Plk1 PBD FP
COCCNC(=S)NC1CC2CCCC(C1)N2Cc1cccs1 (stereo not drawn)	1.7	-5.9	-4.9	1	-1.2	3.6	-6.7	nt	-30.6
Cc1ccccc1NC(=O)C(C#N)Cc1cccnc1 (stereo not drawn)	-3.6	-5.0	10.9	0.9	2.9	4.0	0.7	6.2	22.6
Cn1c(SCC(=O)Nc2ccc3c(c2)OCCO3)nnc1-c1ccccn1	3.7	-0.4	-1.8	1	-2.2	-1.8	-4.8	7.4	4.4
CC(C)CC(=O)Nc1cc(C(F)(F)F)ccc1N1CCOCC1	-7.8	4.4	9.9	0.9	10.7	-3.4	0.5	2.0	-0.1
COc1ccc(N=c2oc3c(OC)cccc3cc2C(=O)NCc2ccco2)c(OC)c1	-3.8	1.0	53.8*	0.5	-3.3	-1.6	2.4	5.9	-0.3
COC(=O)c1ccc(/C(O)=C(\C#N)c2nc3ccccc3s2)cc1	3.8	0.1	58.3*	0.4	7.8	-3.5	-9.9	6.7	-2.0
C=CCNC(=O)NC(=O)COC(=O)c1cccnc1SC	-1.0	0.4	30.5	0.7	7.0	1.7	-3.5	1.1	6.2
Cc1ccc(C)n1-c1cccc(N)c1	-3.1	-6.2	-2.3	1	32.6	4.9	-10.0	-0.1	-11.2
Cc1ccc(NC(=O)NC2(C(=O)NCc3ccccc3)CCCCC2)cc1	-1.2	nt	34.1	0.7	6.5	nt	-13.1	nt	-7.7
CC(NS(C)(=O)=O)C(c1cccs1)N1CCN(c2ccccc2)CC1 (stereo not drawn)	0.2	-1.7	nt	nt	2.8	1.8	-13.2	0.8	0.1
COc1cccc(-c2nc(OC(C)C)c3ccccc3n2)c1	7.5	-2.5	5.4	0.9	10.9	3.9	-7.0	3.4	-36.2
O=C(O)CCCCCNC(=O)c1ccc(Br)cc1	-3.2	11.3	-8.5	1.1	0.3	-15.7	-6.0	1.9	22.7
Cc1cccc(OCC(=O)N2CCC(c3ccccc3)C2)c1 (stereo not drawn)	0.3	1.6	14.3	0.9	3.2	-2.0	0.2	6.6	10.3
O=C(Cn1cc([N+](=O)[O-])cn1)Nc1ccccn1	4.3	2.2	3.7	1	5.5	-0.1	13.7	nt	7.1
O=C1CCC(=O)N1c1ccc(CSc2nc3ccccc3[nH]2)cc1	-8.9	6.8	62.0*	0.4	4.8	-8.4	-18.3	2.1	7.8
